Eya2 inh: qHTS Assay for Inhibitors of the Phosphatase Activity of Eya2 | Protein phosphatase EYA2 (Homo sapiens), O00167 | AID 488837, 2010 | Potency, µM (top dose mostly 76.9 µM), for the others: at the top dose activity, negative = inhibition, usual class: inhibitors | recombinant Eya2, OMFP fluorescence dephosphorylation (OMFP is methylfluorescein phosphate) | actives 0.006% (n = 330,000); further: potency means the concentration at half of the fitted maximal effect
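Eya2 (0.2 uM) preincubated 10 min at ambient with compound, then OMFP substrate added at 50 uM; 10 min reaction in 50 mM HEPES pH 7.5, 50 mM NaCl, 5 uM MgCl2, 0.05% BSA, 1 mM DTT. Fluorescence read at Ex 485/Em 525 nm.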
Coupling enz: qHTS Assay for Inhibitors of Fructose-1,6-bisphosphate Aldolase from Giardia Lamblia: Coupling assay counterscreen; coupling enzyme system counterscreen, AmpLite Red fluorescence; activity change, negative = inhibition, % at 58.2 µM, hits read low; actives 0.67% (n = 290,000); in the data active means activity change below about -30%
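Counterscreen lacking aldolase: glyceraldehyde-3-phosphate coupling-enzyme reagent preincubated 10 min at RT with compound (at 57.5 uM final), then substrate/coupling system with AmpLite Red added; fluorescence read at 525/598 nm after 20 min RT.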
B2AR arrestin: qHTS assay of beta-arrestin-biased ligands of beta2-adrenergic receptor. Beta-2 adrenergic receptor (Homo sapiens), P07550. beta-arrestin recruitment to beta2AR, cell-based reporter. Potency, µM (top dose mostly 46.1 µM), without a hit: at the highest dose activation, most hits filed as activators. actives 0.02% (n = 330,000);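 further: potency means the concentration at half of the fitted maximal effect; 0% = DMSO controls and full agonism = EC100 isoproterenol or metaproterenol; nearly all actives have a fitted effect of over 65% in size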
PKM2 act: qHTS Assay for Activators of Human Muscle isoform 2 Pyruvate Kinase. actives 0.34% (n = 260,000). Pyruvate kinase PKM (Homo sapiens), P14618. Potency, µM (series often up to 57.5 µM), for the others: top-dose activation, actives largely listed as activators. purified PKM2, Kinase-Glo ATP luminescence, activation; response scale: 0% is enzyme alone, no compound. AID 1631, 2009; further: potency means the concentration at half of the fitted maximal effect; nearly all actives have a fitted effect of over 55% in size
Target sequence (P14618 whole entry, looked up, canonical isoform): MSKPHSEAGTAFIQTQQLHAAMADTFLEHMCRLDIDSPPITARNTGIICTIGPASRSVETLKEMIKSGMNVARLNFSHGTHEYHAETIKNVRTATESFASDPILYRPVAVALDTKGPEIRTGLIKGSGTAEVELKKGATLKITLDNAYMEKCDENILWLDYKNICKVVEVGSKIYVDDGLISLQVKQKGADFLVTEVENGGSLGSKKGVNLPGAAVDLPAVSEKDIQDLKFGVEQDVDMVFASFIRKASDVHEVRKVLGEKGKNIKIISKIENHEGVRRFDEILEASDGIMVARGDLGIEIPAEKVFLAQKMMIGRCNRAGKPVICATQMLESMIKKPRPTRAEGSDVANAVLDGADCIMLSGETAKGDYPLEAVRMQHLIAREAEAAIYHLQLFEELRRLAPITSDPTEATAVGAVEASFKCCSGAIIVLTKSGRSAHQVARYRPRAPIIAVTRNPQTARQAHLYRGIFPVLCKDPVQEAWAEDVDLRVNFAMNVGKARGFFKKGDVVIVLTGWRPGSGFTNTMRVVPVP
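Purified hPK-M2 (>95%) run at intermediate activity with 0.1 mM ADP and 0.5 mM PEP in 50 mM imidazole pH 7.2, KCl, MgCl2; 1 h room temperature. ATP formed read by Kinase-Glo luminescence; normalized to uninhibited and no-enzyme controls.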
Chronic BCR inh: qHTS Assay to Find Inhibitors of Chronic Active B-Cell Receptor Signaling; ABC-DLBCL IkBa-CBG/CBR reporter, luminescence ratio, 4 h; Potency, µM (top dose mostly 46.1 µM), without a hit: top-dose ratio change, negative = lower green/red ratio, actives largely listed as inhibitors; actives 0.05% (n = 340,000); AID 493014, 2011; active means well fitted inhibition curve with a large enough effect in the signal ratio, with a control signal flat, not every such curve was filed as active; inconclusive means small, poorly fitted or top-dose-only effect, or effect the other way, or a change in a side signal; the % refers to the signal ratio;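 further: potency means the concentration at half of the fitted maximal effect; plate controls were basal doxycycline-induced cells for no effect and cells given 10 µM MG132 for full effect; MG132 reads +100%, hits lower the ratio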
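Compounds up to 46 uM were incubated four hours with TMD8 cells whose green CBG68 luciferase is fused to IkappaBalpha; red CBR luminescence normalised the signal, and concentration-effect curves were fitted to fusion, red and ratio data.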
uPA surface inh: qHTS for Inhibitors of Cell Surface uPA Generation | actives 0.31% (n = 330,000) | AID 540303, 2011 | Potency, µM (doses to about 38.3 µM), without a hit: at the top dose activity change, negative = inhibition, actives largely listed as inhibitors | cell surface uPA generation assay, qHTS; active means well fitted inhibition curve with a large enough effect; inconclusive means small, poorly fitted or top-dose-only effect; inactive means no such curve, though single readings can be large or run the other way; tested in mouse RAW 264.7 cells; further: potency means the concentration at half of the fitted maximal effect; nearly all actives have a fitted effect of over 55% in size
Giardia kill: Small Molecules that selectively kill Giardia lamblia: qHTS | Giardia lamblia trophozoite viability | activity change, % at 7.66 µM, hits read low | actives 0.15% (n = 340,000); in the data active means activity change below about -80%; inconclusive means between about -30% and that limit;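 further: parasites exposed to compound for two days anaerobically before the ATP read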
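Giardia lamblia trophozoites (100 cells/well) were incubated with compounds for 48 h at 37 deg C under anaerobic conditions. Viability was read as ATP content by one-step luminescence after 15-30 min at room temperature.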
KCNH2 3.1 inh: qHTS for Inhibitors of KCHN2 3.1: Mutant qHTS; activity change, % (tested at about 1.8 µM); Potassium voltage-gated channel subfamily H member 2, brain isoform KCNH2 3.1 (human); U2OS KCNH2 3.1, thallium flux FluxOr; active compounds read low; actives 0.95% (n = 340,000); AID 720553, 2013;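 active means maximum activity change below -70%; inconclusive means maximum activity change from -70% to -50%; inactive means maximum activity change above -50%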;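 further: thallium influx rate constant from kinetic fluorescence after stimulation buffer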
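Thallium flux via FluxOr fluorescence (Red40 quencher, 45 min loading) in U2OS cells virally expressing the KCNH2 3.1 isoform (1.77 x 10^8 /mL virus, overnight at 37 C). Rate constants from 2-min kinetic reads post-stimulation, normalised to positive and negative controls.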
GALK inh: qHTS Assay for Inhibitors of Human Galactokinase (GALK). Purified GALK, Kinase-Glo residual ATP luminescence. Potency, µM (series often up to 57.5 µM), for inactives: top-dose activity change, negative = inhibition, usual class: inhibitors. actives 0.007% (n = 270,000). AID 1868, 2009; further: potency means the concentration at half of the fitted maximal effect
Target sequence (P51570 whole entry, looked up): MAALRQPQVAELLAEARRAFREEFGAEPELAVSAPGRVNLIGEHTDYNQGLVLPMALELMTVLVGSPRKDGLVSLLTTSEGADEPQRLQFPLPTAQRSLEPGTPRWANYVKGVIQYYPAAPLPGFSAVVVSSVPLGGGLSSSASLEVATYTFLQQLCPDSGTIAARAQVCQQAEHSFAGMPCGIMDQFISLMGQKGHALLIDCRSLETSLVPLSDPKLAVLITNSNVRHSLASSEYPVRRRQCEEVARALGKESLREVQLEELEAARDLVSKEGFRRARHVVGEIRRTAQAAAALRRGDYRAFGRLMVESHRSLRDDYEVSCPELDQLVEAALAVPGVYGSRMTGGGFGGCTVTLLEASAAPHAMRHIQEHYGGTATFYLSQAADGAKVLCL
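Compounds were pin-transferred into ATP buffer (35 uM final), then GALK plus galactose (5 nM, 100 uM final) was added. After 1 h at room temperature, Kinase-Glo Plus was added and luminescence read after 10 min.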
USP2a block: qHTS Assay for Inhibitors of Ubiquitin-specific Protease USP2a Using CHOP2 as the Reporter | Ubiquitin carboxyl-terminal hydrolase 2 (Homo sapiens), O75604 | USP2 core, Ub-CHOP2 coupled fluorogenic reporter, 485/531 | Potency, µM (titrated, usually from 38.3 µM), for inactives: at the top dose activity change, negative = inhibition, usual class: inhibitors | actives 0.01% (n = 330,000);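 further: potency means the concentration at half of the fitted maximal effect; plate controls were DMSO wells for no effect and full inhibition by NEM control for full effect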
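Deubiquitinase activity read as fluorescence (485/531 nm) after Ub-CHOP2 cleavage activates the enterokinase reporter on its substrate; USP2 core 10nM, Ub-CHOP2 and substrate 25nM each, 30min compound preincubation then 60min RT; data normalized to NEM, curves fitted.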
KCNH2 WT inh: qHTS for Inhibitors of KCHN2 3.1: Wildtype qHTS | activity change, % at 1.84 µM | Voltage-gated inwardly rectifying potassium channel KCNH2 (Homo sapiens), Q12809 | U2OS, BacMam KCNH2, thallium flux FluxOr; active compounds read low | actives 0.37% (n = 340,000);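 active means maximum activity change below -70%; inconclusive means maximum activity change between -70% and -50%; inactive means maximum activity change above -50%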
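U2OS cells transduced with wild-type KCNH2 virus are loaded with FluxOr dye for 45 min, and thallium flux is measured in kinetic reads before and after stimulation buffer. Rate constants are normalized to DMSO controls.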
* = called active by the depositor; ? = inconclusive; nt = no result given; [ ] = another dose, or the depositor's remark. Unless noted, the call rests on the fitted dose curve; in most records, active means well fitted curve in the direction sought with a large enough effect; inconclusive means small, poorly fitted or top-dose-only effect, or another doubt; inactive means no such curve, though single readings can be large; an effect the other way counts as inactive or inconclusive. Unless noted, on the % scale 0 is the no-effect control and ±100 the full control effect.

SMILES	Eya2 inh	Coupling enz	B2AR arrestin	PKM2 act	Chronic BCR inh	uPA surface inh	Giardia kill	KCNH2 3.1 inh	GALK inh	USP2a block	KCNH2 WT inh
CCc1ccc(N(CC(=O)N2CCOCC2)S(C)(=O)=O)cc1	6.0%	-0.5	-0.3%	0.7%	-0.2%	0.4%	-2.0	-2.4	-0.2%	-1.5%	-17.6
CCCn1c(SCCC(=O)O)nc2ccccc21	-2.8%	11.5	-1.1%	0.0%	-0.2%	-1.6%	6.0	0.9	-0.1%	0.9%	-2.5
COc1ccc2[nH]cc(CCNC(=O)Nc3ccccc3C)c2c1	9.4%	-2.4	-0.7%	1.1%	?	-2.1%	1.9	12.8	4.5%	2.4%	1.1
COc1ccccc1N1CCN(C(=O)CSc2nnc(NC(=O)C(C)C)s2)CC1	4.5%	-0.7	0.8%	-5.6%	-8.0%	4.2%	-15.8	0.9	-1.8%	1.6%	9.4
Cc1noc(C)c1S(=O)(=O)Nc1ccc2c(c1)C(=O)N([C@H](C)CO)C[C@H](C)[C@@H](CN(C)C(=O)Nc1ccccc1)O2	-13.1%	nt	0.4%	nt	0.1%	11.5%	-15.5	-1.4	nt	2.9%	-8.7
COc1ccc(C(=O)Nc2ccc(NC(C)=O)cc2)cc1S(=O)(=O)N1CCCC1	16.0%	nt	-2.7%	nt	5.9%	3.1%	-8.6	17.3	nt	-2.2%	7.5
CCOc1ccc(NS(=O)(=O)c2ccc(C(=O)N(C)CC(=O)Nc3ccc(C)cc3)cc2)cc1	-4.8%	nt	0.3%	nt	9.5%	-7.1%	-17.6	0.1	nt	-1.0%	4.1
Cc1oc(-c2cccs2)nc1CS(=O)CC(=O)NCCCN1CC(C)CC(C)C1 (configuration not stated)	-7.0%	1.7	-2.8%	0.0%	9.7%	-15.1%	-6.9	-32.6	1.7%	-0.3%	4.5
O=[N+]([O-])c1ccc(O)c(C=Nc2cccc3ccccc23)c1	5.8%	-9.5	0.1%	-19.6%[11.5 µM]	?	-7.4%	0.6	10.0	4.5%	3.4%	-11.9
O=C(CCc1cn(Cc2ccc(F)cc2)c2ccccc12)N1CCOCC1	2.0%	-2.2	0.0%	nt	-6.5%	6.1%	-13.5	-13.9	nt	0.4%	-8.6
N#Cc1ccccc1OCC(=O)OCC(=O)Nc1ccc2c(c1)OCO2	17.9%	nt	-0.7%	nt	-0.8%	4.0%	-9.3	4.9	nt	0.2%	-3.0
CCCCN1C(=O)Nc2ccccc2S1(=O)=O	8.0%	3.7	-0.8%	-5.5%	6.7%	-3.7%	-13.5	-16.7	0.4%	1.4%	-1.3
CCOC(=O)c1c(C)n(CC)c2c1cc(O)c1ccccc12	4.1%	1.5	-0.1%	nt	1.1%	8.8%	7.8	1.7	1.4%	-0.6%	-8.7
CCOc1ccc(S(=O)(=O)N(C)c2ccc(OCC(=O)NCc3cccnc3)cc2)cc1	2.7%	1.3	0.4%	0.0%	-3.4%	-4.8%	21.3	-0.2	10.9%	2.4%	14.5
O=C(CN1CCN(c2ccccn2)CC1)Nc1cc(C(F)(F)F)ccc1Cl	-7.3%	-0.2	0.2%	-1.7%	-2.0%	4.5%	-7.7	-7.8	1.8%	-1.0%	3.1
c1ccc(OCCCn2ccnc2)cc1	10.5%	2.6	-0.4%	0.6%	-4.4%	1.9%	28.1	-8.4	3.9%	-0.5%	10.1
O=C(CSCc1cccc(Cl)c1)Nc1ccccc1-c1ccccc1	-6.5%	1.8	0.1%	-13.5%	6.4%	2.5%	-1.9	0.0	-0.2%	3.2%	6.6
O=C(NNC1CC(=O)N(c2ccc(F)cc2)C1=O)c1cccnc1 (configuration not stated)	12.4%	-0.4	-0.2%	4.9%	0.2%	-6.0%	-5.5	18.3	nt	0.4%	-10.7
N#Cc1c(N)n(CCNC(=O)c2ccc(Cl)cc2)c2nc3ccccc3nc12	-13.9%	-8.5	-0.1%	28.2µM*	0.1%	8.9%	9.5	9.4	2.7%	0.7%	-1.9
O=C(CCc1nnc2ccc(NCc3ccco3)nn12)Nc1cc(F)ccc1F	6.5%	0.7	0.4%	-4.0%	-17.8%	10.1%	-12.1	-0.5	-1.3%	1.2%	-7.2
CCOC(=O)COc1ccc2c(=O)c(-c3ccccc3OC)coc2c1	9.5%	4.7	0.1%	-1.2%	-4.7%	3.7%	13.2	-11.0	6.8%	2.1%	-5.7
CC(C)(C)CN1CCC(Oc2cccc(C(=O)N3CCNC(=O)C3(C)C)c2)CC1	-5.8%	nt	0.1%	nt	1.2%	-0.6%	16.8	9.0	-8.6%	5.3%	-12.9
O=C(CC1CCCCC1)N1CCCC(c2nc(-c3ccc(S(=O)(=O)N4CCCC4)cc3)no2)C1 (configuration not stated)	-19.5%	3.6	0.1%	-1.8%	9.5%	-24.6%	-2.5	5.3	1.2%	4.4%	-1.0
CCCCCCC(=O)NNC(=O)CC(=O)Nc1ccccc1C(=O)O	-6.3%	8.5	-0.7%	1.8%	?	6.7%	7.5	3.9	0.2%	-0.7%	-22.4
COc1ccc(-n2cc(-c3ccccc3)c3c(N4CC(C)OC(C)C4)ncnc32)cc1 (configuration not stated)	-13.3%	0.0	0.2%	-7.1%	10.3%	2.8%	12.7	-4.8	2.2%	1.4%	-3.1
Later entries:
SMILES	Eya2 inh	Coupling enz	B2AR arrestin	PKM2 act	Chronic BCR inh	uPA surface inh	Giardia kill	KCNH2 3.1 inh	GALK inh	USP2a block	KCNH2 WT inh
CC(=O)c1ccc(N2CCN(C(=O)CCCn3c(=S)[nH]c4cc5c(cc4c3=O)OCO5)CC2)cc1	-4.6%	1.1	-0.4%	5.2%	-14.6%	nt	18.0	-18.1	-0.8%	-0.4%	12.4
CC(C)(C)c1ccc(NC(=S)NCc2cccnc2)cc1	4.6%	-1.2	-0.6%	-4.5%	-10.5%	-23.9%	-4.0	11.7	5.8%	0.0%	16.4
O=C(CSc1nnc(SCc2ccccc2)s1)N/N=C/C=C/c1ccccc1[N+](=O)[O-]	0.1%	1.4	-0.9%	-3.3%	-4.7%	-5.7%	3.2	-6.1	0.6%	2.9%	24.6
Oc1ccc(Br)cc1/C=N/N1CCN(Cc2cccc3ccccc23)CC1	-1.4%	0.6	-0.2%	-3.3%	7.1%	-12.4%	-1.8	7.0	5.0%	-0.1%	4.6
N/C(=N\OS(=O)(=O)c1ccc2ccccc2c1)c1ccccn1	-1.7%	3.9	0.3%	-1.8%	6.4%	5.8%	-4.2	-8.8	-0.4%	0.4%	5.4
COC(=O)c1ccccc1NC(=O)NCc1ccco1	6.7%	-0.5	0.0%	-2.4%	?	-11.7%	2.3	11.9	-0.1%	-1.4%	-15.0
COc1ccc2[nH]c(C(=O)N/N=C/c3cc(OC)c(OC)c(OC)c3)cc2c1	-11.3%	0.3	0.6%	nt	?	1.1%	-15.7	-1.5	-0.8%	-3.7%	nt
CC1(C)Cc2c(sc(NC(=O)C(=O)N3CCCC3)c2C#N)CO1	-13.5%	0.0	0.5%	-0.4%[0.46 µM]	0.4%	8.2%	-13.8	-19.2	-6.1%	-1.7%	27.0
Cc1[nH]c2ccc(-c3n[nH]c(=S)n3Cc3ccccc3)cc2c1C	-7.1%	-2.9	-0.4%	-7.6%	-3.1%	-2.9%	-1.2	-0.3	0.8%	3.3%	0.4
CC1(C)NC(=O)N(CCCCOc2ccc(Br)cc2Cl)C1=O	-32.2%	-0.5	0.1%	-2.2%	-27.0%	-1.5%	1.2	-4.1	-0.2%	-7.7%	-1.7
COc1ccc2cc(C#N)c(SCC(=O)N3CC(=O)Nc4ccccc43)nc2c1	-7.3%	-1.9	0.4%	-8.8%	?	2.0%	-4.7	6.8	-1.3%	7.0%	-7.9
Cc1ccc(NC(=O)CCC(=O)NNC(=O)c2ccco2)c(C)c1	-14.0%	3.8	0.5%	-2.1%	-5.3%	nt	-6.1	-8.4	3.0%	-6.4%	5.2
O=C(Cc1ccccc1)Nc1ccc(NC(=O)c2ccco2)cc1	4.0%	2.5	-0.2%	-7.7%	9.7%	4.2%	-19.9	-0.2	0.7%	-0.9%	-1.8
O=C(NCCN1CCOCC1)c1cccc(S(=O)(=O)Nc2ccc(Br)cc2)c1	4.1%	nt	0.4%	nt	7.1%	10.6%	22.5	-6.0	nt	-1.4%	-0.6
CC(=O)N1CCN(C(=O)C(Cc2c[nH]c3ccccc23)NC(=O)c2ccccc2Cl)CC1 (configuration not stated)	10.9%	3.6	0.2%	3.3%	-1.0%	-0.5%	2.6	-17.3	17.4%	0.2%	-1.6

Bioassay records from PubChem BioAssay.
